Screens: PubChem, several laboratories
Cardiac RTF inh: cardiac RTF calcium desensitization. P19429+P45379. IANBD-labeled cardiac RTF, Ca2+ fluorescence. inhibition, % at 7.15 µM. 0.12% of 340,000 active. AID 493244;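 active = inhibition above the mean inhibition of all tested compounds plus 3 SD, cut at about 17% in these data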;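 also: assay run at fixed EC70 calcium of 1.6 mM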
Keap1 Nrf2 FP: disrupts human Keap1 binding to Nrf2 peptide. Q14145. Keap1 Kelch-Nrf2 peptide fluorescence polarization, 1536-well. inhibition, % at 9.4 µM. 0.15% of 340,000 active; in the data active = inhibition above about 12%;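 also: human Keap1 Kelch domain with fluorescein labeled Nrf2 9mer peptide probe; 0% = neutral control wells and 100% = peptide positive control; higher means more block of Keap1 binding to Nrf2 peptide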
PvdQ inh: P. aeruginosa PvdQ acylase inhibition | 0.063% of 340,000 active | AID 488965 | inhibition, % at 10 µM | purified PvdQ acylase, fluorescence plate reader; in the data active = inhibition above about 30%, passing the limit was not always enough;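 also: 0% = vehicle neutral wells and 100% = reference inhibitor wells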
Arrestin-AP2 inh: human beta-arrestin and AP2 interaction inhibition; FITC-arrestin peptide / GST-AP2 beads, flow cytometry; AP2 beta2 appendage carries R879A mutation; inhibition, % at 10 µM; 0.31% of 340,000 active; AID 504490;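 active = inhibition above a set limit, near 3 SD of compounds lacking own fluorescence, cut at about 54% in these data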;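 also: plate controls were DMSO wells for no effect and 5 µM unlabelled arrestin peptide for full effect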
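Assay system: GST-AP2 R879A bound to glutathione beads, E. coli-expressed; Medium: PBS with 0.05% Tween 20 and 0.1% BSA; Also added: fluorescein-tagged arrestin peptide at 50 nM final; Timing: 12 min plus 1 h, RT; Measured by: flow cytometry, FL1 (488/535 nm); Evaluation: percent drop in bead-associated FITC signal.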
NSD2 HMT inh: NSD2 (human) methyltransferase inhibition | NSD2 peptide methylation, AlphaScreen, 120 min | inhibition, % at 12.5 µM | 0.54% of 310,000 active | AID 743445; in the data active = inhibition above about 50%
SR-BI HDL uptake: blocks mouse SR-BI lipid uptake from DiI-HDL; inhibition, % at 12.5 µM; Q61009; ldlA[mSR-BI] CHO cells, DiI-HDL uptake fluorescence, 3 h; 0.96% of 320,000 active;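 active = mean replicate inhibition of at least 70% and a set share of replicates each scoring 70 or more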;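 also: 0% = median of neutral control wells and 100% = median of positive control wells; values of inactives mirror those of a sister screen read the other way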
Target sequence (Q61009 whole entry, looked up): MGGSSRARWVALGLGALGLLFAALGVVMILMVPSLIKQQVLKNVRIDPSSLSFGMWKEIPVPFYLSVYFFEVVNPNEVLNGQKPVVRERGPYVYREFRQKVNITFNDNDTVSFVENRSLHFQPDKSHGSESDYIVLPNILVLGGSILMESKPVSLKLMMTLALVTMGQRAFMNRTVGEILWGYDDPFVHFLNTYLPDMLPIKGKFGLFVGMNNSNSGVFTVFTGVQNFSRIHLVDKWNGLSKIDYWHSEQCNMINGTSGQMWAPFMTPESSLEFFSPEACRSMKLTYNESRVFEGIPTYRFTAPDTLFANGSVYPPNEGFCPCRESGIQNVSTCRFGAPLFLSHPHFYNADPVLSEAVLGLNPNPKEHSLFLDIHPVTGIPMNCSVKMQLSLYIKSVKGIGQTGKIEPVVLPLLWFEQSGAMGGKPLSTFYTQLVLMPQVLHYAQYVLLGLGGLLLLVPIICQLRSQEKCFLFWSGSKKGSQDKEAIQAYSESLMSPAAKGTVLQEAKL
PKA-R2B activ: PKA-R2B complex activation. activation, % at 11.4 µM. AID 504700. P22694+P31323. PKA-R2B holoenzyme dissociation, Cy5-IP20 fluorescence polarization; R2B truncated from residue 108, S112A mutant; 0% DMSO only, 100% 113 µM cGMP. 0.079% of 340,000 active;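 active = activation above a cutoff set at the mean over all compounds plus 3 SD, cut at about 18% in these data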;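 also: higher means more holoenzyme dissociation and a rise in polarization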
Target sequence (P31323 whole entry, looked up, other chains not shown, the tested form may be a part): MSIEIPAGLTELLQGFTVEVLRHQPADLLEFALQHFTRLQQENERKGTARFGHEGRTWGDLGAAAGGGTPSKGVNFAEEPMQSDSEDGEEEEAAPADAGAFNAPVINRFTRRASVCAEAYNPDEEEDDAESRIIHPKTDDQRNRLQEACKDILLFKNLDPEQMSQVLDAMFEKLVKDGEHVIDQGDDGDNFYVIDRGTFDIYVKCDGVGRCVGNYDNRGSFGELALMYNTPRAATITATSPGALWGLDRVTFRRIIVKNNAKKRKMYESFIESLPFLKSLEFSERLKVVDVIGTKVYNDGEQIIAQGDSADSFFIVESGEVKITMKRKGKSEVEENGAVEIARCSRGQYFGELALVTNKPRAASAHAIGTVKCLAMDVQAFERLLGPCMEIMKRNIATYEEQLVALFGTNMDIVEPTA
SR-BI uptake up: SR-BI HDL lipid transfer activation; CHO ldlA[mSR-BI] cells, DiI-HDL uptake fluorescence, 3 h; 100 = double the neutral-control signal; activation, % at 12.5 µM; 0.096% of 320,000 active;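 active = mean replicate activation of at least 60% and every replicate at or above 60%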;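 also: 0% = median plate neutral-control signal and 100% = twice that signal; values of inactives mirror those of a sister screen read the other way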
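Material – SR-BI-overexpressing, LDLR-lacking CHO cells · Medium – BSA-supplemented, HEPES-buffered Ham's F12, pH 7.4 · Doses – single concentration · Times – compound with DiI-HDL co-incubation, 3 h at 37 °C · Measured by – bottom-read fluorescence, 550/595 nm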
DAGLB inh: blocks human DAGLB lipase activity; Q8NCG7; HEK293T DAGLB membrane lysate, EnzChek fluorogenic substrate; inhibition, % at 5.17 µM; 0.059% of 340,000 active; in the data active = inhibition above about 34%;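 also: 0% = enzyme with vehicle and 100% = wells lacking enzyme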
LANA DNA inh: KSHV C-LANA DNA binding inhibition | AID 504423 | inhibition, % at 9 µM | MBP-C-LANA/FAM-LBS DNA binding, fluorescence polarization | 0.078% of 340,000 active;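 active = highest replicate inhibition at or above 60% at 9 µM, even if other replicates fall short; inactive = all replicates below 60% inhibition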;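 also: 0% = neutral control wells and 100% = 4 µM acridine orange control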
* hit, by the source's call; nt = not tested or not shown; & = joins results of further samples.

SMILES	Cardiac RTF inh	Keap1 Nrf2 FP	PvdQ inh	Arrestin-AP2 inh	NSD2 HMT inh	SR-BI HDL uptake	PKA-R2B activ	SR-BI uptake up	DAGLB inh	LANA DNA inh
CN(CC(=O)NCc1ccc2c(c1)OCO2)CC(=O)Nc1ccc(F)c(F)c1F	10	-6	0	-4	2	-31	-1	31	-1	-0.6
COc1ccc(C(=O)NC2CCN(S(=O)(=O)c3ccccc3F)CC2)cc1	-3	1	-7	-1	1	7	-11	-7	-1	0.5
CC(=O)Nc1cccc(C(=O)Nc2ccccc2C(=O)O)c1	-1	-6	-3	13	0	-3	-1	3	-1	2.6
O=C(CN1C(=O)NC2(CCOc3ccccc32)C1=O)NCCc1ccc(F)cc1 (centres undefined)	-1	-9	-13	-4	-3	18	-5	-18	3	2.0
Cc1ccc[n+](-c2nc3ccccc3nc2C(=C=[N-])C#N)c1	0&8	-3&1	6&11	3&25	18&3	13&-30	-1&-5	-13&30	4&-2	-1.0&-1.8
Cc1cc(C)n(C(=O)c2ccc(NC(=O)CC(C)C)cc2)n1	-9	-1	-8	-38	-1	28	-9	-28	0	0.8
CN(CC(=O)NC1CCCCCC1)S(=O)(=O)c1ccccc1	-4	0	-6	4	-4	-21	-8	21	-3	2.2
COc1ccc(-c2c3c(=O)n(C)c(=O)n(C)c3cn2-c2cc(OC)ccc2OC)cc1	6	-3	2	3	1	5	-9	-5	3	0.1
CCOC(=O)N1CCN(C(=O)c2cc3cc(Br)ccc3oc2=O)CC1	-12	0	-14	-1	nt	-4	3	4	-1	0.1
O=[N+]([O-])c1ccc(CSC2=NCCS2)cc1	-16	-2	-7	8	3	-5	-3	5	0	-10
CCCCCC(=O)Nc1cc(S(=O)(=O)N2CCCCC2)ccc1N1CCOCC1	-9	-1	-8	12	-4	-11	2	11	-3	0.0
O=C(O)CC(c1ccccc1)n1cnnn1 (centres undefined)	-5	-5	7	-9	-2	4	-10	-4	3	0.1
CC1CCCCN1C(=S)NC(=O)c1ccccc1 (centres undefined)	-7	-8	-13	2	-1	-7	-5	7	1	-0.4
CCc1ccc(CCC(=O)Nc2ccc(C)c(C)c2)o1	-1	1	0	3	6	13	-9	-13	-6	0.8
CC(C)NC(=O)c1ccc(CSCc2ccccc2Cl)o1	-1	4	-16	-18	1	2	10	-2	-4	0.2
CCn1ccc2cc(OC)ccc2c1=S	-10	-2	-10	11	nt	8	13	-8	0	-1.3
O=c1oc2ccc(C#CC3(O)CCCCC3)cc2cc1-n1cc(-c2ccccn2)nn1	0	0	1	16	nt	-4	-18	4	-1	-0.3
O=C(CN1CCN(S(=O)(=O)c2ccc3c(c2)OCCO3)CC1)Nc1cccc(F)c1	-14	4	-11	3	1	-16	-10	16	-8	-0.8
O=C1C2C(c3ccccc3)C=CC(c3ccccc3)C2C(=O)N1CCCO (centres undefined)	-4	3	-18	-4	0	2	-6	-2	-2	1.3
COc1ccccc1NC(=O)c1cnc(Nc2ccccc2OC)c2ccccc12	-9	-4	5	21	3	19	-15	-19	-4	1.8
COc1cccc(Sc2ccccc2/C=N/NC(N)=O)c1	-1	-4	-16	4	-5	2	9	-2	-2	0.2
COc1cccc(CN2CCC(C(=O)N3CCN(Cc4ccc5c(c4)OCO5)CC3)CC2)c1	-1	1	-1	8	1	-7	-3	7	-4	1.5
CCCCCCCCCn1c2c(c(=N)c3c1CCC3)CCCC2	nt	-4	-16	-11	nt	12	nt	-12	nt	-3.4
O=C(Nc1ccc(-n2cnnn2)cc1)C1CCCN1C(=O)NC1CCCCC1 (centres undefined)	1	4	8	25	-2	15	-7	-15	-3	0.7
Cn1nc(CC(=O)NCc2ccc(C(F)(F)F)cc2)c2ccccc2c1=O	9	5	-2	26	-3	-31	-10	31	-2	0.1

Some of the entries so far, with values under each structure:
Values run as follows: Cardiac RTF inh	Keap1 Nrf2 FP	PvdQ inh	Arrestin-AP2 inh	NSD2 HMT inh	SR-BI HDL uptake	PKA-R2B activ	SR-BI uptake up	DAGLB inh	LANA DNA inh
CC(C)NC(=O)c1ccc(CSCc2ccccc2Cl)o1
  -1	4	-16	-18	1	2	10	-2	-4	0.2
CCn1ccc2cc(OC)ccc2c1=S
  -10	-2	-10	11	nt	8	13	-8	0	-1.3
O=c1oc2ccc(C#CC3(O)CCCCC3)cc2cc1-n1cc(-c2ccccn2)nn1
  0	0	1	16	nt	-4	-18	4	-1	-0.3
O=C(CN1CCN(S(=O)(=O)c2ccc3c(c2)OCCO3)CC1)Nc1cccc(F)c1
  -14	4	-11	3	1	-16	-10	16	-8	-0.8
O=C1C2C(c3ccccc3)C=CC(c3ccccc3)C2C(=O)N1CCCO (centres undefined)
  -4	3	-18	-4	0	2	-6	-2	-2	1.3
COc1ccccc1NC(=O)c1cnc(Nc2ccccc2OC)c2ccccc12
  -9	-4	5	21	3	19	-15	-19	-4	1.8
COc1cccc(Sc2ccccc2/C=N/NC(N)=O)c1
  -1	-4	-16	4	-5	2	9	-2	-2	0.2
COc1cccc(CN2CCC(C(=O)N3CCN(Cc4ccc5c(c4)OCO5)CC3)CC2)c1
  -1	1	-1	8	1	-7	-3	7	-4	1.5
CCCCCCCCCn1c2c(c(=N)c3c1CCC3)CCCC2
  nt	-4	-16	-11	nt	12	nt	-12	nt	-3.4
O=C(Nc1ccc(-n2cnnn2)cc1)C1CCCN1C(=O)NC1CCCCC1 (centres undefined)
  1	4	8	25	-2	15	-7	-15	-3	0.7
Cn1nc(CC(=O)NCc2ccc(C(F)(F)F)cc2)c2ccccc2c1=O
  9	5	-2	26	-3	-31	-10	31	-2	0.1

Back to the main list, repeating the 2 entries before the break.
SMILES	Cardiac RTF inh	Keap1 Nrf2 FP	PvdQ inh	Arrestin-AP2 inh	NSD2 HMT inh	SR-BI HDL uptake	PKA-R2B activ	SR-BI uptake up	DAGLB inh	LANA DNA inh
O=C(Nc1ccc(-n2cnnn2)cc1)C1CCCN1C(=O)NC1CCCCC1 (centres undefined)	1	4	8	25	-2	15	-7	-15	-3	0.7
Cn1nc(CC(=O)NCc2ccc(C(F)(F)F)cc2)c2ccccc2c1=O	9	5	-2	26	-3	-31	-10	31	-2	0.1
COc1ccc(C(C(=O)NC2CCCCC2)N(Cc2cccs2)C(=O)Cc2c[nH]c3ccccc23)cc1 (centres undefined)	-5	-6	-8	5	-2	13	-7	-13	2	-0.9
Cc1cc(NC(=O)CO/N=C/c2ccc3c(c2)OCO3)ccc1Br	2	0	2	26	-1	nt	-1	nt	-4	-0.3
CC(=O)Nc1ccc(S(=O)(=O)N2CCC3(CC2)OCCO3)cc1	8	0	-10	1	-2	-20	-1	20	-1	-0.2
COc1ccccc1CNC(=O)C(NC(=O)c1ccc(C)cc1)C(C)C (centres undefined)	7	1	4	10	-2	-5	4	5	-2	-0.2
CCOc1ccccc1NC(=O)c1ccc(S(=O)(=O)N2CCOCC2)cc1	-23	-7	-14	39	1	58	5	-58	-4	-0.6
COc1cc(NC(=O)c2cc(OC)c(OC)c(OC)c2)c(OC)cc1NC(=O)CN1CCCCC1	11	-4	-1	5	6	46	-9	-46	-1	1.0
CCN(c1ccccc1)S(=O)(=O)c1ccc(Oc2ccccc2)c(N)c1	-1	-6	8	29	-1	8	-7	-8	-4	-3.5
COc1cccc(NC(=S)N2CCC(NC(=O)C3CCCCC3)CC2)c1	-6	-2	-11	8	-5	-17	6	17	4	-1.8
Cc1ccc(NC(=O)COc2ccc(/C=C3/NC(=O)NC3=O)cc2)cc1	3	-3	1	7	-3	13	-1	-13	5	-0.3
Oc1ccccc1-c1cc(C(F)(F)C(F)F)[nH]n1	-9	-1	-5	-13	nt	-22	-13	22	0	-1.9
N#CC[C@H](Cc1ccccc1)N1CC[C@@H](O)CCC1=O	6	0	-2	-4	nt	-5	-2	5	5	1.1
CCCNC(=O)c1ccc2c(c1)CCN2S(C)(=O)=O	-3	0	5	33	1	-25	-12	25	0	1.1
Cc1ccccc1NC(=O)CSc1nc2cc3c(cc2cc1C)CCC3	-9	2	-6	6	nt	17	0	-17	-13	-0.7
CN(CC(=O)NCc1ccc(F)cc1)S(=O)(=O)c1cccc2nsnc12	-3	2	-5	14	3	19	-9	-19	3	-1.2
Cc1ccc(NC(=O)N2CCCC2C(=O)Nc2nnc(C(C)C)s2)cc1 (centres undefined)	-5	-4	-3	36	-1	8	2	-8	-1	1.6
COc1ccc(CC(=S)N2CCOCC2)cc1F	4	-6	-10	4	-2	-19	-5	19	0	0.5
Cc1ccc(S(=O)(=O)N(C)CC(=O)OCC(=O)Nc2ccccc2)cc1	-1	-4	-13	9	nt	-9	-4	9	-3	3.7
Cc1c(NS(=O)(=O)c2ccc3nc(COc4ccccc4Cl)[nH]c3c2)c(=O)n(-c2ccccc2)n1C	-1	-5	-15	-1	-8	3	-9	-3	-1	-0.9
O=C1CCC(CCC(=O)N2CCCC(C(=O)c3cccc(C(F)(F)F)c3)C2)=NN1 (centres undefined)	-5	-3	-21	8	-1	-8	-7	8	2	0.9
NC(=O)CN1C(=O)C2C3C=CC(C3)C2C1=O (centres undefined)	0	2	-8	4	-10	-9	2	9	-5	1.9
C=CCNc1nc(N2CCOCC2)c(C#N)c2c1CN(C)CC2	-8	1	-5	16	nt	1	3	-1	3	2.3
Cc1nn(-c2ccccc2)c(Cl)c1/C=C1\SC(=S)N(C)C1=O	0	0	2	9	-2	40	1	-40	-3	2.9
CSCCC(NS(=O)(=O)c1ccc2c(c1)oc(=O)n2C)C(=O)NCc1cccs1 (centres undefined)	-8	0	-12	13	-2	nt	13	nt	-1	0.0
COc1ccc(/C=C/c2nc3cc(-c4ccccc4)ccc3o2)cc1O	-8	-1	9	10	-1	51	-9	-51	-10	0.9
NC(N)=NC(N)=Nc1ccc(SC(F)(F)F)cc1	3	-2	-10	-5	1	-44	-8	44	0	-1.3
CSCc1ccc(C(=O)N2CCC(CCC(=O)N(C)Cc3ccccc3)CC2)o1	-8	-3	-15	0	1	-7	-5	7	2	-0.8
Cc1nn(C)cc1C(C)NC(=O)c1cc(COc2cccc3cnccc23)on1 (centres undefined)	3	3	1	6	0	-2	-7	2	0	-0.8
COC(=O)Nc1ccc(SCC(=O)c2cccc([N+](=O)[O-])c2)cc1	-6	3	-13	-10	4	-29	-11	29	2	-0.6
